PV pol inh: poliovirus RNA polymerase inhibition; P03300; poliovirus polymerase elongation, fluorescence polarization; stronger effect = lower value; % elongation, % (compound at 16.7 µg/mL); hit rate 0.66% among 150,000; in the data active = % elongation below about 90%; also: some results filed as inactive read as strong as hits
Target sequence (P03300 1749-2209 limits assumed): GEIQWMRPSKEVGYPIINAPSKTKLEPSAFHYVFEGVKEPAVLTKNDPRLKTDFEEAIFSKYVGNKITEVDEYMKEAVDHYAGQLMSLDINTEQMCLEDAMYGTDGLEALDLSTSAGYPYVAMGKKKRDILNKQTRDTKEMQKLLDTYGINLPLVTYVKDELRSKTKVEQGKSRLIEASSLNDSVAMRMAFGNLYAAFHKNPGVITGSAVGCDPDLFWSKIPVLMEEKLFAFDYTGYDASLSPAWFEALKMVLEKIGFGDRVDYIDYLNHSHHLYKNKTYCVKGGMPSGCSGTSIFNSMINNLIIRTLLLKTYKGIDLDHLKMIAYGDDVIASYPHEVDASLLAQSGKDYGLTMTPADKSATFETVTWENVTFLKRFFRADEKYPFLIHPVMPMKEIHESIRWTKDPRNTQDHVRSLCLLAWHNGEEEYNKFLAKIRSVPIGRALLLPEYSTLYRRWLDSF
PV pol inh FP z-score: further read-out of PV pol inh, marked with its call; z-score; measured here: FP z-score; hits read low
Numbers without * were called inactive. This is a subset (hit frequency here may not be typical).

SMILES	PV pol inh	PV pol inh FP z-score
CC1(C)CCc2cc(S(=O)(=O)NCc3ccc(S(N)(=O)=O)cc3)ccc2O1	100	-0.4
COc1ccc(CNCc2ccc(N(C)C)cc2)cc1	103	-0.1
CCOC(=O)c1c(NC(=O)c2cc(OCC)c(OCC)c(OCC)c2)sc2c1CCCCC2	101	-0.3
Cc1nn(CC(=O)N(C(C)C)C(C)C)c(C)c1S(=O)(=O)NC(C)(C)C	105	0.2
C=C1Cn2c(nc3sc(C)c(C)c3c2=O)S1	100	-0.3
COc1ccccc1N1CCN(c2nc(-c3cccnc3)nc3ccccc23)CC1	98	-0.4
COc1ccccc1N1CCN(C(=O)CCS(=O)(=O)c2cc(Br)cc3c2N(C(=O)C2CC2)CC3)CC1	105	-0.1
CN(Cc1nnc(-c2ccccc2)o1)C1CCCCC1	98	-0.4
CC1(C)CSC(=NC2CCCCC2)N1	102	0.2
CCn1nnc2cc(C(=O)Nc3ccc(C)cc3Br)ccc21	98	-1.8
COc1cccc(C2Nc3ccccc3NC3=C2C(=O)CCC3)c1 (stereo unspecified)	100	-0.4
CCc1ccc(NC(=O)CC2C(=O)N(c3ccc(OC)cc3)C(=O)N2Cc2cccs2)cc1 (stereo unspecified)	110	0.6
O=C(Cn1c(=O)oc2ccccc21)NCc1ccccc1	109	1.1
NC(=S)Nc1ccc(S(N)(=O)=O)cc1	101	-0.2
COc1ccc(NC(=S)N(Cc2ccco2)Cc2cc3cc(C)c(C)cc3[nH]c2=O)cc1	100	-0.3
O=C(c1ccc(S(=O)(=O)N2CCCCCC2)cc1)N1CCN(c2ccccn2)CC1	101	0
O=C(OCc1cccs1)c1ccc(-c2nc3ccccc3s2)s1	101	-0.2
CC(NC(=O)C12CC3CC(CC(C3)C1)C2)C(=O)N(C)C (stereo unspecified)	102	0.4
CCOC(=O)C12CCC(C(=O)O)(CC1)CC2	104	1.1
COc1ccc(CN(Cc2ccccc2)Cc2nnnn2C(C)(C)C)cc1	103	0.6
CCCCN(Cc1cc2cc(C)ccc2[nH]c1=O)C(=O)c1cccc(Cl)c1	112	-0.2
Cc1c(C#N)c2ccccc2n1CCOc1cccc2ccccc12	103	1
O=C(Nc1nc2ccccc2[nH]1)c1cccc(Oc2ccccc2)c1	103	0.4
CCNc1c(NS(=O)(=O)c2cccs2)c(=O)oc2ccccc12	103	0.4
O=C(CN1CCN(Cc2ccc(Cl)cc2)C1=O)NCc1ccccc1Cl	98	-0.9

Entries of single compounds from above. Screens in order: PV pol inh | PV pol inh FP z-score
Cc1nn(CC(=O)N(C(C)C)C(C)C)c(C)c1S(=O)(=O)NC(C)(C)C in the list: 105 | 0.2
COc1ccccc1N1CCN(C(=O)CCS(=O)(=O)c2cc(Br)cc3c2N(C(=O)C2CC2)CC3)CC1 in the list: 105 | -0.1
O=C(c1ccc(S(=O)(=O)N2CCCCCC2)cc1)N1CCN(c2ccccn2)CC1 in the list: 101 | 0
CCCCN(Cc1cc2cc(C)ccc2[nH]c1=O)C(=O)c1cccc(Cl)c1 in the list: 112 | -0.2
Cc1c(C#N)c2ccccc2n1CCOc1cccc2ccccc12 in the list: 103 | 1

Next part:
SMILES	PV pol inh	PV pol inh FP z-score
O=C(CSc1nc2c([nH]c3ccccc32)c(=O)n1-c1ccccc1)c1ccccc1	99	-2
COC(=O)Nc1ccc(N=Cc2cccs2)cc1	105	0.2
COC(=O)c1ccc([C@H]2C(C#N)=C(N)C(C#N)(C#N)C3=CCC(C(C)(C)C)C[C@@H]32)cc1 (stereo partly specified)	104	0.3
COc1ccc(C(=O)Nc2cnc3ccccn3c2=O)cc1	104	0.2
O=C1NC(=S)S/C1=C\c1ccccc1OCC(=O)N1CCCC1	109	0.6
COc1ccc(-c2nc(CCNC(=O)c3ccccc3)cs2)cc1OC	110	0.7
NNS(=O)(=O)c1ccc(Br)cc1	101	0.1
CC(CCc1ccccc1)NC(=O)Cn1ncc2c3ccccc3n(Cc3ccc(F)cc3)c2c1=O (stereo unspecified)	108	0
O=C(Oc1ccc2cc(-c3ccc(F)cc3)c(=O)oc2c1)c1ccco1	101	0.5
CNC(=O)C1CCC(Cn2c(=O)c3sccc3n(Cc3cc(C)ccc3C)c2=O)CC1 (stereo unspecified)	109	0.6
COc1ccc(-c2n[nH]c(=S)n2-c2ccccc2)cc1OC	105	0.4
CCOc1ccc(NC(=O)CN(c2ccc(Cl)cc2C)S(=O)(=O)c2ccccc2)cc1	102	-0.4
COc1ccccc1C(=S)N1CCCCC1	101	-0.1
C=CC[n+]1ccc2ccccc2c1	97	-0.3
COc1ccc(CNC(=O)Cn2ccc3cc(S(=O)(=O)N4CCCC4)ccc32)c(OC)c1	113	1
CC(O)c1cc(NC(=O)c2ccccc2)c(=O)oc1/C=C/N(C)C (stereo unspecified)	45	-5.3
COc1ccccc1C1CC(=O)Nc2c1ccc(C)c2C (stereo unspecified)	100	0
Cc1cc(Nc2cccc(C(F)(F)F)c2)nc2ccc(NC(=O)CSc3ccncc3)cc12	104	0.9
CSc1ncc(C(=O)Nc2nc(CN3CCCCC3)cs2)n1-c1ccc(F)cc1	105	0.4
Cc1ccccc1CN(C)CC(=O)Nc1ccccc1F	102	0.2
N#C/C(=C\Nc1ccccn1)C(=O)c1ccccc1	104	0.6
CC(C)NC(=O)c1ccc2c(=O)n(CCc3ccccc3)c(=O)[nH]c2c1	100	0.1
Nc1cc(Cl)ccc1C(=O)OCC(=O)c1ccccc1	100	-0.4
CCCCNC(=O)c1ccc(F)cc1Cl	101	-0.4
NN(C(=O)C1CCCCC1)c1nc2ccccc2s1	107	0.5

New compounds follow
SMILES	PV pol inh	PV pol inh FP z-score
CNCC(=O)Nc1c(C)n[nH]c1C	99	-0.5
COc1ccc(NC(=O)N2CCOc3ccc(Cl)cc32)cc1	102	-0.8
Clc1nc(Cl)nc(OCCCOc2nc(Cl)nc(Cl)n2)n1	103	0.3
CCOC(=O)c1ccc(NCc2ccccc2OC)cc1	103	0.4
CCOC(=O)c1nc(NCc2ccc3c(c2)OCO3)c2ccccc2n1	100	0
CNC(=O)Cn1nc(-n2cccc2)c2c(C)cc(C)nc21	103	1.3
COC(=O)c1scc(-c2ccc(C)cc2)c1S(=O)(=O)Nc1cccc(Cl)c1C	97	-2.4
CCCN1C(=O)c2[nH]nc(-c3ccccc3O)c2C1c1ccc(OCc2ccccc2)c(OC)c1 (stereo unspecified)	110	0.9
CCN1/C(=C/c2scc[n+]2C)C=C(C)c2cc(OC)c3ccccc3c21	56*	-7.5*
NC(=O)COC(=O)c1cc(Cl)cc(Cl)c1	100	-0.3
O=C(/C=C/S(=O)(=O)c1ccc(Cl)cc1)c1ccc(F)cc1	98	-0.7
CN(C)CCCNC(=O)C(=O)NCC(c1ccc2c(c1)OCO2)N1CCOCC1 (stereo unspecified)	110	0.6
CC(C)(C)SCC(=O)NCc1ccc(S(N)(=O)=O)cc1	97	-0.7
C=CCn1c(CCc2ccc(OC(C)C)cc2)n[nH]c1=S	98	-1.1
COc1cc2c(C#N)c(N(C)C(c3ccccc3)c3ccccc3)nc(N)c2c(N)n1	112	1.4
Nc1c(C(=O)NCc2ccc3c(c2)OCO3)nnn1CC(=O)Nc1ccc(Br)cc1	113	0.7
CCN1C(=O)/C(=C2/C=CC=CN2C)N(c2ccccc2)C1=S	101	0
Cc1csc(Nc2ccc(F)c(Cl)c2)[n+]1C(C)C	103	0
CCCn1c(=O)n(C)c(=O)c2c(SC(C)c3nc4ccccc4c(=O)[nH]3)nc(C(C)(C)C)nc21 (stereo unspecified)	104	0.2
CCCOc1ccc(-c2nonc2NC(=O)c2oc3ccc(Cl)cc3c2C)cc1OCCC	106	-0.2
O=C(CSCc1cc(=O)[nH]c(=O)[nH]1)NCc1ccc(Cl)cc1	91	-1.2
COC(=O)c1ccc(CS(=O)(=O)c2ccccc2C)o1	101	0.1
CN(C(=O)c1ccc2c(c1)N(Cc1ccccc1F)C(=O)c1ccccc1S2(=O)=O)C1CCCCC1	111	0.8
CCOc1ccc(CN2CCN(c3ncnc4sc5c(c34)CC(C)CC5)CC2)cc1 (stereo unspecified)	104	-0.3
COc1cccc(C2=NOC(C(=O)N3CCCCC3)C2)c1 (stereo unspecified)	103	0.5

The list goes on:
SMILES	PV pol inh	PV pol inh FP z-score
CCn1c(=O)[nH]c2ccccc21	95	-0.8
Cc1nc(/C(N)=N/OC(=O)c2c(-c3ccccc3Cl)noc2C)cs1	101	0
COc1cccc(Cn2nnc3c(=O)[nH]c(C4CCCN(C(=O)c5ccc(C)cc5)C4)nc32)c1 (stereo unspecified)	101	-1.3
CCOC(=O)c1ccc(NC(=O)C2CC(=O)N(c3ccc(C(C)C)cc3)C2)cc1 (stereo unspecified)	106	0.6
O=S(=O)(NCc1ccccn1)C1=Cc2ccccc2CC1	106	0.5
COc1ccc(Cl)cc1NC(=O)Cn1ncc2c3ccccc3n(C)c2c1=O	107	-0.2
CCOC(=O)c1cc(C)sc1NC(=O)c1ccc(C)cc1	106	1.9
CCOC(=O)c1nnn(CC(=O)NC(=O)Nc2ccc(F)cc2)c1C(=O)OCC	111	1.8
Cc1cc2c(cc1S(=O)(=O)C(C)CC(=O)N(C)Cc1ccccc1)OCC(=O)N2 (stereo unspecified)	101	-0.1
CCOC(=O)c1cnc2c(C)c(C)ccc2c1NCCCN(C)C	69*	-5*
CCc1nc(SC)ncc1C(=O)NCc1cccc(Br)c1	113	1.5
COC(=O)NCCOc1nc(N(C)C)nc(N(C)C)n1	101	0
O=c1[nH]c(=S)[nH]c2c1cnn2-c1ccccc1	96	-0.3
CCCc1ccc(-c2c(C)sc(N)c2C#N)cc1	109	0.6
CCN1C(C(=O)c2ccccc2)=C(OC(=O)COc2ccc(OC)cc2)c2ccccc2S1(=O)=O	111	0.6
Cc1nc2ccc(NC(=O)[C@@H]3CCCN3S(=O)(=O)c3ccc4c(c3)OCCO4)cc2s1	105	0.3
CCC(C)NC(=O)CSc1nc2ccc(C(C)C)cc2cc1C#N (stereo unspecified)	102	0.2
CCCN(C(=O)Cn1c(=O)oc2cc(Cl)ccc21)c1ccc(C(C)C)cc1	107	0.4
Cc1ccc(-c2csc(N3CCC(C(N)=O)(N4CCCCC4)CC3)n2)cc1	100	-1
COCc1c(C(=O)OCC(=O)c2ccc(Br)s2)oc2ccccc12	108	0.7
O=C1CN=C(c2ccc(F)cc2)c2cc(Br)ccc2N1	108	1.9
O=C(Cc1ccsc1)OCc1nc2ccccc2s1	102	0.1
CCc1ccc(S(=O)(=O)N2CCn3cccc3C2c2ccc(OC)c(OC)c2)s1 (stereo unspecified)	108	0.3
CCN(Cc1nc(-c2ccc(OC)cc2)oc1C)S(=O)(=O)c1ccc(C)cc1	110	0.9
CCOC(=O)c1c(/N=C/c2c(O)n(C)c3ccccc23)sc(C)c1C	100	-0.3

Reformatted: three of the compounds above
Each structure is followed by: PV pol inh | PV pol inh FP z-score
- CCOC(=O)c1ccc(NC(=O)C2CC(=O)N(c3ccc(C(C)C)cc3)C2)cc1 (stereo unspecified)
    106 | 0.6
- O=S(=O)(NCc1ccccn1)C1=Cc2ccccc2CC1
    106 | 0.5
- COc1ccc(Cl)cc1NC(=O)Cn1ncc2c3ccccc3n(C)c2c1=O
    107 | -0.2

Back to the main list, repeating the 2 entries before the break.
SMILES	PV pol inh	PV pol inh FP z-score
CCN(Cc1nc(-c2ccc(OC)cc2)oc1C)S(=O)(=O)c1ccc(C)cc1	110	0.9
CCOC(=O)c1c(/N=C/c2c(O)n(C)c3ccccc23)sc(C)c1C	100	-0.3
CC(C)CN(C(=O)CSc1nc(N)cc(N)n1)C1CCS(=O)(=O)C1 (stereo unspecified)	105	0.3
O=C(OCCN1C(=O)c2ccccc2C1=O)c1cc2ccccc2oc1=O	98	-0.4
O=C(CSc1nc2c([nH]c3ccccc32)c(=O)n1-c1ccc(Cl)cc1)NC1CCCCC1	109	0.6
Nc1ccccc1Oc1ccc2ccccc2c1	105	1.4
Cc1c(Cl)ccc2c1NC(=O)C2(O)N1CCCC(C)C1 (stereo unspecified)	99	-0.3
CC(NC(=O)CN(C)C1CCS(=O)(=O)C1)c1ccccc1 (stereo unspecified)	108	0.9
Cc1ccccc1-c1noc(CCC(=O)Nc2cccc(C)c2C)n1	109	0.6
COC(=O)NCC(c1ccc2c(c1)OCO2)N1CCN(c2ccccc2)CC1 (stereo unspecified)	99	-1.1
CCOC(=O)CNC(=O)Nc1cc(C(=O)NCc2ccc(C(C)C)cc2)ccc1N1CCCC1	100	-1
N#Cc1cccc(NC(=O)Cc2ccccc2)c1	101	0.3
COc1ccccc1NC(=O)CN1c2cccc3cccc(c23)S1(=O)=O	102	0.3
COc1ccc(CNC(=O)c2nc(Cn3nc(C)c(Br)c3C)no2)cc1OC	107	0.7
O=C1CCCCC1Sc1nnc(-c2ccc3c(c2)OCO3)o1 (stereo unspecified)	106	0.3
O=C(NCCN1CCOCC1)C1CCCN1S(=O)(=O)c1ccc(Cl)cc1 (stereo unspecified)	102	0.1
Cc1ccc2c(Cl)c(C(=O)N3CC(C)OC(C)C3)sc2c1 (stereo unspecified)	102	0.1
COc1ccc(-n2cc(-c3ccccc3)nc2SCC(=O)Nc2ccccc2)cc1Cl	110	0.6
COc1ccc(-c2nnc(C3CCN(S(=O)(=O)c4ccc(C)c(C)c4)CC3)o2)cc1	102	-0.4
Cn1c(=O)c2cc(S(=O)(=O)NC(C(=O)NC3CCCCCC3)c3ccccc3)ccc2n(C)c1=O (stereo unspecified)	103	0.5
CCOc1ccc(-c2nonc2NC(=O)c2oc3ccc(Cl)cc3c2C)cc1	103	-0.9
Cc1ccc(OCc2nc(-c3ccc(C(=O)NCCc4ccc(S(N)(=O)=O)cc4)cc3)oc2C)cc1	108	-0.5
CCOc1ccc2nc(N3CCCC(C(=O)Nc4ccc(Br)c(C)c4)C3)sc2c1 (stereo unspecified)	107	0.1
O=C(/C=C/c1cc(Cl)c2c(c1)OCCCO2)Nc1ccc(-n2cnnn2)cc1	98	-0.7
COc1ccc2oc(CS(=O)c3ccccc3)c(C(=O)O)c2c1 (stereo unspecified)	103	0.4
CC(=O)N(Cc1cccnc1)c1nc2c(C)cc(C)cc2s1	104	-0.7

Screens as filed in PubChem.
